Statin myotox sup – suppressors of simvastatin-induced myotoxicity in C2C12 myotubes; ATP luminescence, 48 h; scaled: DMSO 0, geranylgeraniol control 100; rescue of ATP level, % at 7.49 µM; 330,000 tested, 0.78% active; AID 602340;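 active = mean ATP rescue above about 67%, or every replicate alone reaching that limit, limit read from the data, passing the limit was not always enough; inconclusive = no clear call, values can overlap the other calls; inactive = mean under the limit and some replicate under it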;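 also: myotubes were challenged with 10 µM simvastatin during compound exposure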
miR-122 sensor – miR-122 inhibition in Huh7 cells; Huh7 miR-122 Renilla luciferase sensor, 48 h; neutral wells = 0, positive control = 100; activation (reporter increase), % at 12.5 µM; 340,000 tested, 0.3% active;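 active = mean replicate activation score at least 90 and every replicate individually at or above 90; inconclusive = only one of the two criteria met; inactive = neither criterion met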;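 also: higher luciferase means less miR-122 activity so hits act as miR-122 inhibitors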
ARNT-TACC3 inh – disrupts binding between human ARNT and TACC3; AlphaScreen His-ARNT PAS-B/GST-TACC3 binding, luminescence; TACC3 fragment carries E629A point mutation; inhibition, % at 9.99 µM; 390,000 tested, 0.66% active;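 active = mean inhibition of replicates at least 50% and at least half of replicates each reaching 50%; inconclusive = half or more replicates reach 50% but mean below 50%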;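 also: 0% = complete ARNT plus TACC3 wells and 100% = ARNT alone without TACC3; many hits fall short of the cut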
Cneo AK release – causes C. neoformans cell lysis; adenylate kinase release luminescence, 4 h; normalised: neutral wells 0, clomiphene wells 100; lysis activity, % at 15 µM; 360,000 tested, 0.2% active; AID 651654;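 active = mean lysis activity across replicates of at least 80%, whatever share of replicates individually reach that level; inactive = mean lysis activity below 80%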
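Assay system: log-phase C. neoformans yeast / Quantity: yeast cell density of 5 × 10^6 cells/mL / Medium: fresh YPD growth medium / Compound: single dose / Timing: static 4 h at 37 °C with compound, 1 h detection / Measured by: adenylate kinase release luminescence / Read-out: lysis from increased AK signal / Benchmarks: Clomiphene as positive lysis control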
ERp5 inh – inhibitors of human ERp5; Q15084; ERp5 insulin aggregation, absorbance 650 nm, 90 min; inhibition, % at 9.99 µM; 350,000 tested, 0.05% active;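 active = mean replicate inhibition above about 25%, with every replicate also reaching it, limit read from the data, passing the limit was not always enough; inconclusive = only one of those two criteria met; inactive = neither criterion met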
Target sequence (Q15084 whole entry, looked up): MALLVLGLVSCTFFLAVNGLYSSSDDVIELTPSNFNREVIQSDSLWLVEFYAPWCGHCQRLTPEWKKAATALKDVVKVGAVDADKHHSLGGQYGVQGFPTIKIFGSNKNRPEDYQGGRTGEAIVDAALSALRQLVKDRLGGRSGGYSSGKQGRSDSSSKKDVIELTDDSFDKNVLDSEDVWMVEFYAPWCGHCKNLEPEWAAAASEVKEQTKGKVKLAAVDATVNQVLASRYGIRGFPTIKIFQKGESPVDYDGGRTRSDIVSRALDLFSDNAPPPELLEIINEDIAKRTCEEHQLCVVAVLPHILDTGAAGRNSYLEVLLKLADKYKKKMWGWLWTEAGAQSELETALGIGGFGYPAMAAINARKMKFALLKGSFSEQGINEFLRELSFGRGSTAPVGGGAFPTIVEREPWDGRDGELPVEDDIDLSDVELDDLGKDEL
SIRT5 inh – blocks human SIRT5 desuccinylation of peptide; Q9NXA8; inhibition, % at 15 µM; Purified SirT5, succinyl-peptide AMC, trypsin-coupled fluorescence; 330,000 tested, 1.1% active; in the data active = inhibition above about 15%; inconclusive = no clear call, values can overlap the other calls
Target sequence (Q9NXA8 whole entry, looked up): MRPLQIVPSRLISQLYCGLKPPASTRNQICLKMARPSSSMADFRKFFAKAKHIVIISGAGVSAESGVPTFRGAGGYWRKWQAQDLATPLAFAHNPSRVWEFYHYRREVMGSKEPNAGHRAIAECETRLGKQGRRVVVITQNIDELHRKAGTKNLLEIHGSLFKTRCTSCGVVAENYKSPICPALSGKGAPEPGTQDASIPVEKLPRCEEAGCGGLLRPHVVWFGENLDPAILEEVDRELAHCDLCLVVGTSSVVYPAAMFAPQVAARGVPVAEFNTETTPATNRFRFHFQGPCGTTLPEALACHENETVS
esBAF inh – inhibitors of esBAF chromatin remodeling in mouse ES cells. AID 602393. Bmi1-luciferase knock-in reporter, 24 h; 100% = twice the neutral-well signal. 350,000 tested, 2% active. reporter increase, % at 12.5 µM; in the data active = activation above about 40%; inconclusive = no clear call, values can overlap the other calls;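 also: 0% = median of the plate's neutral control wells and 100% = double that signal; a rise in the Bmi1 reporter signal indicates esBAF inhibition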
An asterisk follows results filed as active; ? = inconclusive; · = not tested or not shown; & = joins results of further samples; [ ] = dose if it differs, or a comment. Random draw from the library; overall some 4% were active at least once.

Start of the listing, in advance (2 entries):
SMILES	Statin myotox sup	miR-122 sensor	ARNT-TACC3 inh	Cneo AK release	ERp5 inh	SIRT5 inh	esBAF inh
O=C(CSc1nc2[nH]ncc2c(=O)[nH]1)Nc1ccccc1F	·	·	-4	·	-6	1	·
NS(=O)(=O)c1cccc(NC(=O)COC(=O)CCN2C(=O)c3ccccc3C2=O)c1	3	·	-9	0	2	-1	5

The listing, previewed entries included:
SMILES	Statin myotox sup	miR-122 sensor	ARNT-TACC3 inh	Cneo AK release	ERp5 inh	SIRT5 inh	esBAF inh
O=C(CSc1nc2[nH]ncc2c(=O)[nH]1)Nc1ccccc1F	·	·	-4	·	-6	1	·
NS(=O)(=O)c1cccc(NC(=O)COC(=O)CCN2C(=O)c3ccccc3C2=O)c1	3	·	-9	0	2	-1	5
C/C=C/c1ccc2c(c1)O[C@@H](CN(C)C(=O)NC1CCCC1)[C@H](C)CN([C@@H](C)CO)S2(=O)=O	15	10[16.7 µM]	-7	-3	-2	-3	-2
C[C@@H]1CN([C@H](C)CO)C(=O)Cc2cc(NC(=O)CCCCCC(=O)Nc3ccccc3N)ccc2O[C@@H]1CN(C)C(=O)Nc1ccc2c(c1)OCO2	9	6[16.7 µM]	-9	3	-4	·	-2
CCN(C[C@H]1N[C@@](CC)(C(=O)OC)[C@H]2C(=O)N(Cc3ccccc3)C(=O)[C@@H]12)C(=O)NC(C)C	10	·	-3	-3	1	-1	-5
CCCC1(C(=O)OC)NC(c2ccco2)C2C(=O)N(C)C(=O)C21 (configuration not stated)	1	3	-3	-4	-2	-1	1
CCSc1nnc(NC(=O)CSc2nnc(-c3c[nH]c4ccccc34)n2CC)s1	8	11	-3	1	-5	1	-3
C[C@@H]1CN([C@@H](C)CO)S(=O)(=O)c2ccc(C#Cc3ccncc3)cc2O[C@H]1CN(C)C(=O)C1CCOCC1	1	-20[16.7 µM]	-1	1	10	8	2
COc1cccc(N2CCN(C(=O)c3c(C)nn(-c4ccccc4)c3C)CC2)c1	4	-6	9	-7	8	-2	-5
C=CCn1c(-c2cccs2)nc2nc3ccccc3nc21	-10	6	-5	-1	·	·	46*
Cc1cccc(NC(=O)CN2C(=O)N/C(=C/c3cc(C)n(-c4ccncc4)c3C)C2=O)c1	·	-6	2	-1	-7	-4	·
C[C@H]1CN([C@@H](C)CO)C(=O)c2cc(Br)cnc2O[C@H]1CN(C)S(=O)(=O)c1cccs1	1&4	19	2	-2&0	-3&3	-4&0	-6&2
O=C(c1ccc2c(c1)OCCO2)N1CCCC(CNS(=O)(=O)c2cccs2)C1 (configuration not stated)	·	·	1	·	1	-2	·
Cc1cc(C)c2c(n1)SCC(=O)N2CC(=O)Nc1ccccc1Cl	-11	-3	·	-5	-1	·	-4
C#CCNC(=O)C1=C[C@H](C2CCCCC2)C[C@H](OCCCCO)O1	-3	-9	-7&-2	3&0	2&5	0&-4	1
CCN1CCN(c2ccc(S(=O)(=O)N3CCOCC3)cc2NC(=O)C(C)Oc2cccc(Cl)c2)CC1 (configuration not stated)	6	·	23	5	0	4	-9
C[C@@H]1CN([C@@H](C)CO)S(=O)(=O)c2ccc(-c3ccncc3)cc2O[C@H]1CN(C)C(=O)C1CCCCC1	-36	9[16.7 µM]	·	·	·	·	-5
COc1ccc(NC(=S)N2CCC(C(=O)c3ccc(F)cc3)CC2)cc1	43	2	5	1	6	-5	4
O=C(Nc1cccc(C(=O)NC2CCCC2)c1)c1ccccc1	-1	·	1	-1	-1	-1	7
COc1ccc(NC(=O)CSc2nnc(-c3cccnc3)n2C)cc1	1	4	-7	1	0	0	-7
COc1ccc(CCN=C(NS(=O)(=O)c2ccccc2)c2ccccc2)cc1OC	5	19	2	0	-3	-4	-5
CCCC1CC(CSc2ncn[nH]2)OC1=O (configuration not stated)	-6	83	-6	-2	-6	-4	-2
CCOc1ccc2[nH]c(=O)c(CN(CCO)C(=O)c3ccc(OC)c(OC)c3)cc2c1	1	·	-4	-4	·	·	-12
O=c1c2ccc(F)cc2sn1-c1ccccc1	-4	-4	·	-1	-3	-1	22
Fc1ccc(F)c(NC2=NCCCCC2)c1	0	-2	0	1	-5	-1	-7
C=Cc1ccc2c(c1)OCCOCCOCCOCCOCCO2	-38	-3	9	0	2	-2	-3
COC(=O)c1ccccc1NC(=O)NCC1CCCO1 (configuration not stated)	-2	-6	-3	-3	·	·	-2
COc1ccc(-c2nc(-c3ccc(Br)o3)no2)cc1	·	0	0	-3	2	-1	-12
COc1ccc(N(CC(=O)NCc2cccs2)S(=O)(=O)c2cccc(C)c2)cc1	10	33	3	-1	3	-5	-2
CO[C@@H]1CN(C)C(=O)c2cccc(C#N)c2OC[C@H]2O[C@@H](CC[C@H]2OC)CCN(C)C(=O)[C@H]1C	-3	·	6	4	8	-1	-5
Cc1ccc(NC(=O)CN2C(=O)CCSc3ccc(S(=O)(=O)N4CCCC4)cc32)cc1C	3	1	3	1	3	-2	7
CCOC(=O)c1cnc2c(C#N)c(C)nn2c1C	-16	·	-5	0	·	·	0
O=C(O)c1cccc(NC(=O)c2cccc(S(=O)(=O)N3CCc4ccccc4C3)c2)c1	0	-4	-11	-1	1	0	-5
C#CCOCCOCCOCCNc1nc(N2CCN(C(=O)[C@H](CO)n3cc([C@@H](N)C(C)C)nn3)CC2)nc(N2CCN(C(=O)[C@H](CCC(=O)O)n3cc([C@@H](N)[C@H](C)CC)nn3)CC2)n1	5	-2	-3	1	3	-2	-3
CC(C)NC(=O)N1C[C@@H]2[C@H](c3ccccc31)[C@@H](CO)N2C(=O)c1ccc(F)cc1	-8	-17[16.7 µM]	4	-3	-9	-1	-5
c1ccc(COC2CCCN(Cc3nc(-c4cccs4)no3)C2)nc1 (configuration not stated)	·	·	-3	·	-5	-4	·
c1ccc(Cn2nnnc2CN2CCN(c3ncccn3)CC2)cc1	140*	2	-4	-1	·	·	-5
O=C(O)CSC1CC(=O)N(c2ccc(Cl)c(Cl)c2)C1=O (configuration not stated)	138*	-2	-6	-4	·	·	-6
CCNC(=O)Nc1ccc2c(c1)C(=O)N(C)[C@@H]1CC[C@@H](CC(=O)NCc3ccc(F)cc3)O[C@H]1CO2	17	4[16.7 µM]	-7	-2	3	-11	1
CCCn1c(=O)c(C(=O)N/N=C/c2ccccc2F)c(O)c2ccccc21	·	·	-1	·	1	-3	·

Fetched by structure from the entries so far:
SMILES	Statin myotox sup	miR-122 sensor	ARNT-TACC3 inh	Cneo AK release	ERp5 inh	SIRT5 inh	esBAF inh
O=C(O)c1cccc(NC(=O)c2cccc(S(=O)(=O)N3CCc4ccccc4C3)c2)c1	0	-4	-11	-1	1	0	-5
CO[C@@H]1CN(C)C(=O)c2cccc(C#N)c2OC[C@H]2O[C@@H](CC[C@H]2OC)CCN(C)C(=O)[C@H]1C	-3	·	6	4	8	-1	-5
C=Cc1ccc2c(c1)OCCOCCOCCOCCOCCO2	-38	-3	9	0	2	-2	-3

Continued:
SMILES	Statin myotox sup	miR-122 sensor	ARNT-TACC3 inh	Cneo AK release	ERp5 inh	SIRT5 inh	esBAF inh
Cc1ccccc1Oc1ccc(-c2nc(N)nc(N)n2)cc1	16	·	-1	0	·	·	7
O=C(O)/C=C\c1cc2c(cc1[N+](=O)[O-])OCO2	15	15	·	4	4	-3	-2
Cc1ccc(NC(=S)NC(=O)C2CC2)c(C)c1	-24	3	-2	35	1	0	50*
Cc1ccc(C2OC(=O)c3ccccc32)cc1 (configuration not stated)	133*	5	-3	-1	·	·	-2
Cc1nn(C)cc1/C=N/NC(=O)Cn1nnc(N)n1	·	·	-1	0	2	1	·
CCC(=O)N[C@H]1CC[C@H](CCn2cc(C3CC3)nn2)O[C@H]1CO	-3	·	3	-4	-2	1	-10
CCCC(=O)N1C[C@@H]2[C@H](c3ccccc31)[C@H](CO)N2C(=O)CC1CC1	-14	0[16.7 µM]	3	-1	1	-4	6
COc1ccccc1C1(O)CC2CCC(C1)N2S(=O)(=O)c1ccc(C(C)=O)cc1 (configuration not stated)	-5	-1	-11	·	·	·	3
CN1[C@H](C(=O)NC2Cc3ccccc3C2)[C@@H](CO)[C@@H]2Cn3c(ccc(-c4cccnc4)c3=O)[C@@H]21	4	0[16.7 µM]	3	2	0	4	-3
C=CCNC(=O)CC(=O)N/N=C/c1cccc(Br)c1	-1	-2	17	-4	-2	-1	-3
O=C(Nc1nnc(-c2ccccc2Cl)s1)c1ccccc1F	3	-2	-25	1	9	2	51*
O=C(/C=C/c1cccc([N+](=O)[O-])c1)NC(=S)Nc1ccc(CN2CCOCC2)cc1	·	3	-6	0	2	-7	·
C[C@H]1CN([C@@H](C)CO)C(=O)c2ccccc2-c2ccccc2CO[C@@H]1CN(C)S(=O)(=O)c1ccc(F)cc1	-6	·	-5	-3	2	1	-2
O=[N+]([O-])c1cc2c(cc1Br)CCN2	·	6	·	·	-9	-5	·
Cc1ccc(-c2nn(C(C)(C)C)c3ncnc(NS(=O)(=O)c4ccc([N+](=O)[O-])cc4)c23)cc1	·	·	10	·	3	4	·
CCOC(=O)COc1ccc(S(=O)(=O)Nc2ccc3c(c2)OCO3)cc1	0	-4	-5	-1	·	·	-2
CCOCCCn1c(=S)[nH]c2cc(C(=O)N3CCOCC3)ccc2c1=O	6	-13	-20	-1	·	·	-1
COc1ccc(CCNCC(O)Cn2ccc3ccccc32)cc1OC (configuration not stated)	-27	-9	-5	0	5	-2	-15
C[C@@H]1CN([C@@H](C)CO)S(=O)(=O)c2ccc(C#Cc3cccnc3)cc2O[C@H]1CN(C)CC1CCCC1	10	·	12	-4	-3	12	0
Cc1c(Br)c(=O)[nH]c(=O)n1COCc1ccccc1	-31	1	·	4	·	·	-7
FC(F)(F)c1ccccc1NC(=S)N/N=C1\CC2CC=CC12 (configuration not stated)	·	·	0	·	-4	-7	·
CC(C)N(Cc1ccccc1)C(=O)c1cnc2n(c1=O)CCS2	2	·	-5	-1	0	-9	-2
CCN(Cc1ccccc1)C(=O)CC1Oc2ccccc2NC1=O (configuration not stated)	7	-3	16	1	-6	·	2
CC(=O)c1c(C(C)=O)c(C)n(NC(=O)c2cccnc2)c1C	-6	·	-2	0	-2	-3	1
CCS(=O)(=O)Nc1ccc(C(=O)NCCSc2ccccc2)cc1	-37	4	-1	4	0	-1	?
COc1cc(CC(=O)Nc2ccc(N3CCOCC3)cc2)cc(OC)c1OC	·	·	-6	·	6	6	·
COC(=O)CCC(=O)N1CCCC(N2CCN(c3cccc(C(F)(F)F)c3)CC2)C1 (configuration not stated)	4	·	4	-2	1	0	3
C[C@H](CO)N1C[C@H](C)[C@@H](CN(C)C)Oc2ccc(NC(=O)CCC(F)(F)F)cc2C1=O	0	-1[16.7 µM]	-4	-2	-2	-2	-7
COCC(=O)Nc1ccc2c(c1)C(=O)N(C)C[C@@H](OC)[C@@H](C)CN(C(=O)c1ccccc1F)[C@H](C)CO2	-3	-13[16.7 µM]	-5	-1	3	-5	-6
ON=C(CCc1ccccc1)CCc1ccccc1	-4	1	4	-1	0	1	-2
C[C@@H]1CN([C@H](C)CO)C(=O)c2cc(NC(=O)Nc3cccc4ccccc34)ccc2O[C@@H](C)CCCCO[C@@H]1CN(C)Cc1ccc2c(c1)OCO2	?	-34[16.7 µM]	15	84*	·	·	-3
CC(=O)Nc1cc(-c2ccc(CO)cc2)cn2c(-c3ccc(F)c(Cl)c3)cnc12	-13	10	·	-1	1	-1	5
CCCNC(=O)N1C[C@H](O)COC[C@@H]2O[C@@H](CC(=O)N3CCOCC3)CC[C@H]21	-4	4[16.7 µM]	-18	-1	3	0	-4
COc1ccc(CN(C)C[C@H]2Oc3ccc(NC(=O)C4CCCCC4)cc3CC(=O)N([C@H](C)CO)C[C@@H]2C)cc1	0	-5[16.7 µM]	-1	-4	3	4	5
Cc1cc(C)c2c(C)c(C(=O)Nc3c(C)n(C)n(-c4ccccc4)c3=O)oc2c1	·	·	-5	·	-1	-1	·
FC(F)(F)c1nc(-c2ccccc2)ncc1-c1nnnn1-c1ccccc1	-10	7	-4	-4	1	-8	1

From PubChem BioAssay
